From PubChem
LDHA block: LDHA (human) enzyme inhibition; P00338; AID 1347041; activity change, % (values are at about 110 or 230 µM); purified LDHA, NADH/diaphorase-resazurin fluorescence; stronger effect = lower value; 0.15% of 480,000 active; in the data active = activity change below about -30%; inconclusive = mostly about -25% to -30%;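 also: plate controls were DMSO wells for no effect and wells without enzyme for full effect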
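Human LDH5 (2 nM) was incubated with 0.06 mM NADH and 0.2 mM pyruvate for 5 min at room temperature in Tris pH 7.4. Remaining NADH was coupled through diaphorase/resazurin, and resorufin fluorescence was read at 0 and 20 min.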
* = called active by the depositor; ? = inconclusive. Only part of the results is shown (hit frequency here may not be typical).

LDHA block | Structure
0 | COC(=O)C[C@H]1C=C[C@H](NC(=O)c2cccc(F)c2)[C@@H](CO)O1
3 | CCCCCNc1nc2ccccc2nc1NS(=O)(=O)c1cccc(C)c1
6 | CCCCC(=O)Nc1ccc(Cl)c2ncccc12
-2 | Fc1ccccc1-c1nnc(SCc2cn3ccccc3n2)n1C1CC1
15 | O=C(CSc1ncnc2ccccc12)Nc1cc(C(F)(F)F)cc(C(F)(F)F)c1
-1 | CN(c1ccccc1)c1ccc(/C=N/Nc2ccc(S(N)(=O)=O)cc2[N+](=O)[O-])cc1
-4 | CC(C)CCN1C(=O)CSCC1(C)C(=O)NC(C)C (configuration not stated)
0 | Cc1ccc(C2CC(=O)Nc3c2c(C)nn3-c2ccc3nncn3n2)cc1C (configuration not stated)
8 | CC(C)(C)c1cc(C=NCc2ccccc2)cc(C(C)(C)C)c1O
0 | COc1ccc(-c2ccc(C#N)c(SCC(=O)Nc3ccccc3Cl)n2)cc1
-4 | COc1cc(C(C)N)ccc1OCC(F)(F)F (configuration not stated)
-1 | COCCn1cnc2c1c(=O)n(CC(=O)Nc1ccc3c(c1)OCCO3)c(=O)n2CC(C)C
4 | COc1ccc(-c2noc(Cn3cnc4c(nnn4-c4ccc(F)cc4)c3=O)n2)c(OC)c1
9 | Cc1ccc(/C=C(/C#N)C(=O)NC2CCCC2)cc1C
12 | N#Cc1ccc(NC(=O)CNc2cc(S(=O)(=O)N3CCCCC3)ccc2N2CCCCC2)cc1
-1 | O=S(=O)(c1ccc(F)cc1)n1cc(Cl)cn1
0 | O=C(CSc1nc(-c2cccs2)cc(C(F)(F)F)n1)NC1CCCCC1
3 | Cc1c(CC(=O)N2CCN(c3ccccn3)CC2)c(=O)oc2cc(O)ccc12
-1 | O=[N+]([O-])c1ccccc1S(=O)(=O)Nc1ccccc1
1 | Cc1ccccc1-c1nc2c3c4c(sc3ncn2n1)CN(C)CC4
1 | O=Cc1ccc(OCc2ccc(Cl)cc2Cl)c(Br)c1
11 | Cc1cc(C(=O)OCC(=O)NCC(F)(F)F)c2ccccc2n1
? | CCC(C)NC(=O)CN1C(=O)N(c2ccc(C(C)C)cc2)S(=O)(=O)c2ccccc21 (configuration not stated)
-4 | CCCC1CCC(c2ccc(C(=O)Oc3ccc(C)nc3)cc2)CC1 (configuration not stated)
7 | CC(NC(=O)c1csc2ccccc12)C1CC2CCC1C2 (configuration not stated)
-2 | Cc1cc(C(=O)NC(C)c2ccc(F)c(F)c2)c2cnn(C(C)C)c2n1 (configuration not stated)
8 | CC(C)CN1CCC(NC(=S)NCc2ccc(F)cc2)CC1
4 | CC(C)(C)c1ccc(OCc2nn3c(-c4cccnc4)nnc3s2)cc1
8 | CCS(=O)(=O)Nc1cccc(C2=NN(S(=O)(=O)c3ccc(F)cc3)C(c3ccccc3)C2)c1 (configuration not stated)
-1 | Cc1ccc2nc(-c3cccnc3)cc(C(=O)O)c2c1
-1 | O=C(Nc1ccc(S(=O)(=O)N2CCCCC2)cc1)c1cc2c(=O)n3ccccc3nc2s1
-2 | CC(C)(C)c1ccccc1NC(=O)CCC(=O)O
3 | CCc1ccc2c(CN3CCNC(=O)C3)cc(=O)oc2c1
9 | CC(=O)Nc1ccc(NC(=O)CSCc2csc(-c3ccc(C)cc3)n2)cc1
-5 | Cc1cc2oc(=O)cc(CN3CCN(CCO)CC3)c2cc1Cl
9 | Cc1nc2ccc(C(=O)N3CCN(CC(=O)N4CCCCCC4)CC3)cc2nc1C
1 | Cc1cccc(C)c1-n1nnnc1C(c1ccnc2ccccc12)N1CCN(C(=O)OC(C)(C)C)CC1 (configuration not stated)
0 | COc1ccc(CCC(=O)C(C#N)C(=O)Nc2cccc(C)c2)cc1 (configuration not stated)
1 | Cc1ccc(CC(=O)NC2CCC(C)CC2)cc1C (configuration not stated)
1 | O=C(NCc1ccccn1)[C@@H]1CCCN1C(=O)[C@@H]1CCCN1C(=O)c1cccc2ccccc12

Molecules from the list above that have an aryl methoxy group, in the order listed:
LDHA block | Structure
0 | COc1ccc(-c2ccc(C#N)c(SCC(=O)Nc3ccccc3Cl)n2)cc1
-4 | COc1cc(C(C)N)ccc1OCC(F)(F)F (configuration not stated)
4 | COc1ccc(-c2noc(Cn3cnc4c(nnn4-c4ccc(F)cc4)c3=O)n2)c(OC)c1
0 | COc1ccc(CCC(=O)C(C#N)C(=O)Nc2cccc(C)c2)cc1 (configuration not stated)

The results go on.
LDHA block | Structure
1 | N=C(N)n1ncc2c1CCCC2=O
-1 | O=[N+]([O-])c1cccc2nc(/C=C/c3cccc(O)c3)ccc12
2 | CNc1nc(-c2ccc3c(c2)CCC(=O)N3)cs1
2 | O=c1cc(CN(Cc2ccc(F)cc2)C2CCCCC2)nc2ccccn12
2 | CC1CC1CNC(=O)c1nccnc1N (configuration not stated)
4 | S=C1NC2(CCCCC2)N=C1c1ccc(Cl)cc1
1 | CCc1noc(COc2ccc3c(CC)cc(=O)oc3c2)n1
-5 | Fc1c(-c2ccc3ncnc(NCc4cccs4)c3c2)ccc2c1OCO2
5 | Cn1cnc2c1c(=O)n(CCCSc1nnnn1-c1ccccc1)c(=O)n2C
8 | Cc1ccc(NC(=O)C2CCN(c3cnc4ccccc4n3)CC2)c(C)c1
2 | O=S1(=O)CC(N2CCN(CCO)CC2)CN1Cc1cn(Cc2ccc(C(F)(F)F)cc2)nn1 (configuration not stated)
-12 | COc1c(C)cccc1C(=O)Nc1ccc2oc(-c3cncc(Br)c3)nc2c1
10 | O=C(CSc1ccc2c(c1)OCCO2)Nc1ccc2c(c1)OCCO2
5 | Cc1cccc(NC(=O)c2nccnc2N)n1
13 | CN(CC(=O)NCC(F)(F)F)Cc1cccc(C#N)c1
2 | Cc1ccc(OCC(=O)NCc2nncn2C)c(C)c1
0 | Cc1ccc(-c2nc3c4ccccc4ccn3c2Cc2cccc(Cl)c2)cc1
7 | CCOC(=O)NC(OCc1ccccc1)(C(=O)OC)C(F)(F)F (configuration not stated)
-4 | O=C(NCCC(=O)N1CCN(c2ncccn2)CC1)c1ccc(Cl)cc1
-2 | CCN1CCN(Cc2nc3c(c(=O)n(C)c(=O)n3C)n2CCOC)CC1

Exported with each value named: entries from further up
Molecule: CNc1nc(-c2ccc3c(c2)CCC(=O)N3)cs1
  LDHA block: 2
Molecule: CCc1noc(COc2ccc3c(CC)cc(=O)oc3c2)n1
  LDHA block: 1

Later entries.
LDHA block | Structure
6 | Cc1ccc(C)c(C(=O)Nc2ccc3oc(C)nc3c2)c1
2 | Cc1ccc(C)c(C(=O)OCC(=O)NC2CCCC2)c1
-4 | CSCCC(c1nc2ccccc2[nH]1)n1c(C)nc2ccccc21 (configuration not stated)
5 | Cc1cc(C)c(NC(=O)c2nc3ccccc3nc2N2CCOCC2)c(C)c1
-16 | C=CCOc1ccc(NC(=O)C(=O)c2c(C)[nH]c3ccccc23)cc1
-4 | CC(=O)NC(C(=O)N1CCC(c2c[nH]c3ccccc23)CC1)C(C)C (configuration not stated)
12 | COc1ccc(OC(=O)c2ccc(Br)cc2)c(C(C)=O)c1
3 | CC1CN(C)C(C)CC1O (configuration not stated)
-4 | O=CN1CCN(C(=O)CCC(=O)O)CC1
-5 | CCONC(=O)c1cccc(CSC)c1
10 | CC(C)(C)OC(=O)NC(CC(N)=O)C(=O)O (configuration not stated)
5 | CCn1c(SCC(=O)N(C)Cc2ccc(-c3ccc(Cl)cc3)o2)nnc1C1CC1
8 | CCCCCCCCSCC(=O)O
4 | CC(C)CCSc1nc2c(c(=O)[nH]c(=O)n2C)n1CC(O)COc1ccc(Cl)cc1 (configuration not stated)
0 | N#Cc1ccccc1N=Cc1ccc(Cl)cc1Cl
9 | Cc1cc(C(=O)OCC(=O)Nc2cccc(C)c2C)c2ccccc2n1
-30* | Cc1cc(C)n(-c2ccc(C(=O)OCC(=O)NC3CCS(=O)(=O)C3)cc2)n1 (configuration not stated)
3 | c1ccc(-c2c3c(nc4ccccc24)CCSC3)cc1
-11 | CCOc1ccc(C(C(=O)NC2CCCCC2)N(C(=O)c2cnccn2)c2cccs2)cc1 (configuration not stated)
3 | CNc1oc(-c2ccccc2)nc1S(=O)(=O)c1ccccc1
-2 | CCn1c(Cn2nnc(-c3ccc(C)cc3)n2)nc2cc(S(=O)(=O)N3CCCCC3)ccc21
9 | CC1CCCC(NC(=O)Cc2cccc3ccccc23)C1C (configuration not stated)
-22 | O=C(COC(=O)c1ccc2ccccc2n1)Nc1cc(Cl)cc(Cl)c1
-1 | COc1ccc(S(=O)(=O)Nc2ccccc2CCc2nc3ccccc3n2C)cc1
3 | COc1ccc(C(=O)N2CCC(N3CCCCCC3)CC2)cc1
0 | Brc1cccc(Oc2ccc3nnnn3n2)c1
1 | CN(Cc1ccc(Br)cc1)C(=O)CN1CCCC1c1ccc2c(c1)OCCO2 (configuration not stated)
-1 | CCCCC1Cc2[nH]c(=S)[nH]c(=O)c2C(c2ccc3ccccc3c2)O1 (configuration not stated)
6 | Cc1ccc(C(=O)NCc2nc(C)cs2)c(C)c1
-8 | Cc1ccc(C(=O)Nc2ccccc2-c2nc(Cc3ccccc3)no2)cn1
-2 | CCCC(=O)Nc1ccc(C(=O)Nc2ccc3c(c2)nc(CCn2ccnc2C)n3C)cc1
-1 | Cc1noc(C)c1CCC(=O)Nc1nc(-c2ccc3c(c2)CCO3)cs1
-2 | CCC(C)Cn1c(CCNC(=O)c2ccco2)nc2ccccc21 (configuration not stated)
1 | O=C(c1csc(Nc2ccc(Cl)c(Cl)c2)n1)N1CCc2ccccc2C1
-5 | COc1cc(/C=C2\NC(=O)NC2=O)cc(I)c1OCc1ccc(F)cc1
5 | CCOc1ccccc1NC(=O)Nc1cc(C)c2nc(NC(=O)c3ccccc3)sc2c1
21 | O=C(Cc1n[nH]c(=O)c2ccccc12)NCC1(N2CCOCC2)CCCCC1
-9 | CCn1nc(C(=O)Nc2ccc(C)cc2C)c2ccccc2c1=O
-12 | C#CCCOc1ccc(C(=O)c2ccc(-c3no[n+]([O-])c3C#N)cc2)cc1
5 | Cc1ccc(C)c(NC(=O)CCn2cnc3c2c(=O)n(C)c(=O)n3C)c1

5 compounds out of the list above, ordered by their value in LDHA block, largest number first:
LDHA block | Structure
6 | Cc1ccc(C(=O)NCc2nc(C)cs2)c(C)c1
5 | CCOc1ccccc1NC(=O)Nc1cc(C)c2nc(NC(=O)c3ccccc3)sc2c1
1 | CN(Cc1ccc(Br)cc1)C(=O)CN1CCCC1c1ccc2c(c1)OCCO2 (configuration not stated)
0 | Brc1cccc(Oc2ccc3nnnn3n2)c1
-9 | CCn1nc(C(=O)Nc2ccc(C)cc2C)c2ccccc2c1=O

Next results
LDHA block | Structure
1 | Cc1ccccc1Nc1nc(C(=O)N2CCCC2)cs1
3 | Cc1ccc(NC(=O)c2cc(=O)c3ccc(C)cc3o2)c(C)c1
-4 | CS(=O)(=O)Nc1ccccc1NC(=O)CCCc1ccccc1
7 | Cc1cc(=Nc2ccccc2)n2ccsc2n1
5 | O=C(O)c1cccc(NCc2ccc(Cl)cc2Cl)c1
1 | O=C(CCN1C(=O)NC2(CCCC2)C1=O)Nc1cnc2ccccc2c1
-3 | CCOc1nnc(CN2CCN(c3cccc(F)c3C#N)CC2)s1
10 | COC(=O)c1ccccc1OCC(=O)NCC(F)(F)F
-17 | Cc1ccc(C2N3CC4(C(C)C)CN2CC(C(C)C)(C3)C4=O)cc1 (configuration not stated)
1 | COc1ccc2c(C)c(CC(=O)NC3CCS(=O)(=O)C3)c(=O)oc2c1 (configuration not stated)
-1 | CCOc1ccc2c(c1)cc(C(=O)NC1CCCC1)n2C
1 | Brc1ccccc1-c1nnc(CN2CCCCC2)o1
1 | CCc1c(C(=O)N(C)Cc2nc3ccsc3c(=O)[nH]2)cnn1-c1cccc(Cl)c1
-24 | C/C(=N/NC(=O)C1CC1(c1ccc(C)cc1)c1ccc(C)cc1)c1cccc2ccccc12 (configuration not stated)
-9 | Cc1ccc(S(=O)(=O)N2c3ccccc3OC(C(=O)OC(C)(C)C)(C(=O)OC(C)(C)C)C2CC(=O)c2ccccc2)cc1 (configuration not stated)
4 | O=C(Nc1ccccc1SC1CCCC1)c1ccco1
6 | Cc1ccc(C)c(S(=O)(=O)N2CCN(C(=O)CCc3ncc(-c4ccc(F)cc4)o3)CC2)c1
-1 | CSCCC(C(=O)Nc1c(C)cccc1C)n1c(COc2ccc(C)cc2)nc2ccccc21 (configuration not stated)
-2 | C=CCNC(=O)NC(C)(C)C(=O)O
3 | CCOc1ccccc1NC(=O)c1nn(-c2ccc(OC)cc2)ccc1=O
6 | COc1ccc(C(=O)c2c(N)c(-c3nc4ccccc4[nH]3)c3ccccn23)cc1
7 | COc1ccccc1Oc1c(C)oc2cc(OC(=O)c3ccc4c(c3)OCO4)ccc2c1=O
2 | CCC(CC)NC(=O)COC(=O)c1ccc2ccccc2n1
-2 | CNC(=O)Cn1c(C)c(Br)c2ccccc21
